Screening data: PubChem BioAssay, National Center for Advancing Translational Sciences (NCATS)
ALDH1A1 block = qHTS Assay for Inhibitors of Aldehyde Dehydrogenase 1 (ALDH1A1); Aldehyde dehydrogenase 1A1 (Homo sapiens), P00352; Purified ALDH1A1, NADH fluorescence, propionaldehyde substrate; Potency, µM (top dose mostly 75.3 µM), for inactives: top-dose activity, negative = inhibition, actives largely listed as inhibitors; 220,000 compounds, 7.3% hits; active means well fitted inhibition curve with a large enough effect, not every such curve was filed as active; inconclusive means small, poorly fitted or top-dose-only effect, or another doubt; inactive means no such curve, though single readings can be large or run the other way;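 further: plate controls were no enzyme wells and a reference inhibitor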
Target sequence (P00352 whole entry, looked up): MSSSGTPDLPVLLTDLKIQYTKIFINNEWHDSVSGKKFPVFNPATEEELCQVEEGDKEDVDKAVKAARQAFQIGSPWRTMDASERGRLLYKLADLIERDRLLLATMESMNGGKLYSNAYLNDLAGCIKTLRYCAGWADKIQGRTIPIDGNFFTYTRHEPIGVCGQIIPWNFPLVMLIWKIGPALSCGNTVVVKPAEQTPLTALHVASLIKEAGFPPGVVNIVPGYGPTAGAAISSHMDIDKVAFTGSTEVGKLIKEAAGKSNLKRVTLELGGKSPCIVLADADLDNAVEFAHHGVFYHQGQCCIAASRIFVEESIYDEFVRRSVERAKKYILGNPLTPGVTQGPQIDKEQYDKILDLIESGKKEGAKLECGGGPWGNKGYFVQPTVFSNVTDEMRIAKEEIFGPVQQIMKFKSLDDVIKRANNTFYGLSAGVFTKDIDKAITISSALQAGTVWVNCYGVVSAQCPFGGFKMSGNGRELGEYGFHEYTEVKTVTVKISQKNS
aGlu spleen mod = qHTS Assay for Inhibitors and Activators of Human alpha-Glucosidase From Spleen Homogenate; human spleen homogenate, 4-MU-alpha-glucoside fluorescence; Potency, µM (series often up to 79.9 µM), for inactives: at the highest dose activity change, negative = inhibition, most hits filed as inhibitors; 240,000 compounds, 0.006% hits; Lysosomal alpha-glucosidase (Homo sapiens), P10253;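 further: 0% = enzyme with vehicle and -100% = no enzyme basal signal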
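Human spleen homogenate (1 ug) with 4-methylumbelliferyl-alpha-D-glucopyranoside (1 mM final) in 50 mM citrate/phosphate pH 5.0, 0.01% Tween-20; 40 min at 37 C. Stopped at pH 10; 4-MU fluorescence Ex 365/Em 440 nm; AC50 by Hill fit.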
JMJD2E inh = qHTS Assay for Inhibitors of Human Jumonji Domain Containing 2E (JMJD2E). JMJD2E catalytic domain, FDH-coupled NADH fluorescence (FDH is formaldehyde dehydrogenase). 230,000 compounds, 1.6% hits. Lysine-specific demethylase 4E (Homo sapiens), B2RXH2. Potency, µM (doses to about 57.1 µM), inactives show at the top dose activity change, negative = inhibition, usual class: inhibitors; active means well fitted inhibition curve with a large enough effect, not every such curve was filed as active; inconclusive means small, poorly fitted or top-dose-only effect, or another doubt; inactive means no such curve, though single readings can be large or run the other way;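 further: 0% = wells with enzyme and -100% = buffer wells without enzyme; nearly all actives have a fitted effect of over 50% in size; many of its hits are not listed in these tables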
GAA inhib = qHTS Assay for Inhibitors of Human alpha-Glucosidase as a Potential Chaperone Treatment of Pompe Disease | Lysosomal alpha-glucosidase (Homo sapiens), P10253 | purified human GAA, 4-MU-alpha-glucoside fluorescence | Potency, µM (doses to about 76.9 µM), inactives show top-dose activity change, negative = inhibition, most hits filed as inhibitors | 200,000 compounds, 0.005% hits | AID 1466, 2008;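 further: plate controls were uninhibited enzyme wells for no effect and no-enzyme background for full effect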
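Human alpha-glucosidase, 4 nM, pre-mixed with test compounds before 400 uM 4-methylumbelliferyl substrate; 20 min room temperature at pH 5.0. Fluorescence read after pH 10 stop; AC50 values from Hill-equation fits.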
SMN2 splice enh = qHTS Assay for Enhancers of SMN2 Splice Variant Expression. HEK293 SMN2-luciferase splicing reporter, luminescence, 30-36 h. AID 1458, 2008. Potency, µM (titrated, usually from 46.1 µM), inactives show at the top dose activity change, positive = activation, hits mostly activators. 210,000 compounds, 2.8% hits; further: % of control where 0% means no effect; nearly all actives have a fitted effect of over 55% in size
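HEK293 cells carry an SMN2 minigene-luciferase reporter in which exon 7 inclusion puts luciferase in frame. Cells were seeded at 2000 cells/well, attached for 10-12 hours, then exposed to compounds for 30-36 hours at 37C before ONE-Glo luminescence.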
GoLoco inh red = qHTS Assay for Inhibitors of RGS12 GoLoco Motif Activity (Red Fluorophore); Guanine nucleotide-binding protein G(i) subunit alpha-1 (Homo sapiens), P63096; Gai1:RGS12 GoLoco peptide FP, rhodamine, 10 min; Potency, µM (top dose mostly 61.6 µM), for the others: at the highest dose activity, negative = inhibition, hits mostly inhibitors; 230,000 compounds, 0.44% hits; AID 880, 2007; active means well fitted inhibition curve with a large enough effect, not every such curve was filed as active; inactive means no such curve, though single readings can be large or run the other way; further: on the % scale 0 is the no-effect control and ±100 the full control effect; nearly all actives have a fitted effect of over 30% in size; many of its hits are not listed in these tables
GLA spleen mod = qHTS Assay for Inhibitors and Activators of Human alpha-Galactosidase From Spleen Homogenate | Potency, µM (highest dose often 80 µM), for inactives: at the highest dose activity change, negative = inhibition, hits mostly inhibitors | 240,000 compounds, 0.008% hits | human spleen homogenate, 4MU-alpha-Gal fluorescence, 40 min | AID 2107, 2009;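 further: 0% = enzyme with vehicle and -100% = no enzyme basal signal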
Target sequence (P06280 32-429 limits assumed): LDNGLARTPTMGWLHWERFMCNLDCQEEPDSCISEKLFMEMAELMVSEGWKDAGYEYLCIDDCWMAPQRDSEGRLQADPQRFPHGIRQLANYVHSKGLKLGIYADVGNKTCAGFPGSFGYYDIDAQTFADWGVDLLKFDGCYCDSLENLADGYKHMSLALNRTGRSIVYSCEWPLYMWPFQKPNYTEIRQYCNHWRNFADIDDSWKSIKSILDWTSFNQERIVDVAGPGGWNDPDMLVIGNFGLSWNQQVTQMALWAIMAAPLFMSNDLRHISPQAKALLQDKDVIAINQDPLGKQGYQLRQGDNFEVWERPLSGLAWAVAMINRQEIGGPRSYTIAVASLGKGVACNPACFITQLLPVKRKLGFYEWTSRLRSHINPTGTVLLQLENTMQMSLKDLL
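qHTS titration in buffer at pH 5.0. Alpha-galactosidase activity in spleen homogenate was measured via 4-methylumbelliferone release from 1 mM fluorogenic substrate after 40 min at 37C and a pH 10 stop. AC50 came from Hill fits of control-normalized data.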
GAA glycogen = qHTS Assay for Inhibitors and Activators of Human alpha-Glucosidase Cleavage of Glycogen | recombinant GAA, glycogen substrate, Amplex Red glucose oxidase fluorescence | Potency, µM (top dose mostly 76.4 µM), for inactives: top-dose activity change, negative = inhibition, usual class: inhibitors | 300,000 compounds, 0.38% hits | AID 2100, 2009;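 further: 0% = full enzyme reaction and -100% = no-enzyme basal signal; the screen sought inhibitors and activators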
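Natural-substrate format: glycogen cleavage by 4 nM human enzyme, glucose read by Amplex Red coupling (Ex 573, Em 610 nm). Normalized to enzyme and no-enzyme controls.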
Active calls of the source: *; ? = inconclusive; / = no result given; [ ] = dose if it differs, or a comment. Unless noted, the call rests on the fitted dose curve; in most records, active means well fitted curve in the direction sought with a large enough effect; inconclusive means small, poorly fitted or top-dose-only effect, or another doubt; inactive means no such curve, though single readings can be large; an effect the other way counts as inactive or inconclusive. Potency means the concentration at half of the fitted maximal effect.

Values in the order: aGlu spleen mod, GAA inhib, JMJD2E inh, GAA glycogen, GLA spleen mod, GoLoco inh red, SMN2 splice enh, ALDH1A1 block
1. COc1ccc(NC(=O)CSc2nnc(C3CC3)n2N)cc1
  4%, -4%, -1%, 7%, 0%, 6%, -12%, -15%
2. COC(=O)COc1ccc2c(=O)c(-c3ccccc3)coc2c1
  0%, -5%, -8%, -7%, 9%, 11%, /, ?
3. C/C(=N\Nc1cccc(C(=O)O)c1)c1cc2ccccc2o1
  1%, 4%, -1%, -7%, -5%, 15%, 11µM*, 4%
4. Cc1ccc(C2(C)NC(=O)N(CC(=O)NC(=O)NCCC(C)C)C2=O)cc1 (stereo unspecified)
  -5%, ?, -6%, -6%, -4%, 8%, -5%, -9%
5. Cc1cc(C)cc(NC(=O)C2CCCN2C(=O)NC2CCCCC2)c1 (stereo unspecified)
  0%, 10%, 6%, -6%, -3%, 3%, /, ?
6. O=C1CCC(=O)N1CCOP1(=O)COc2ccccc2OC1
  -4%, -1%, -8%, 13%, 2%, 0%, -12%, ?
7. O=C(C1CCN(S(=O)(=O)c2ccccc2)CC1)N(CCc1ccccc1)Cc1ccco1
  -5%, -11%, -3%, -6%, 10%, -5%, -14%, -12%
8. Cc1cc(NC(=O)Cc2cccs2)no1
  -7%, -3%, -5%, -20%, -9%, 102%[activator], -12%, ?
9. O=C(Nc1cccc([N+](=O)[O-])c1)c1ccn[nH]1
  -9%, 5%, -9%, 3%, -7%, 5%, 16%, 2%
10. COC(=O)Cn1cc(/C=N/NC(=O)COc2cccc3cccnc23)c2ccccc21
  -3%, -4%, ?, -1%, 5%, 9%, -7%, ?
11. CCOc1ccc(OCC)c(NC(=O)C2CCCN(S(=O)(=O)c3cnc[nH]3)C2)c1 (stereo unspecified)
  -3%, -9%, -8%, 0%, -4%, 1%, 0%, 13%
12. COCCn1nnnc1C(c1ccccn1)N1CCN(c2cc(C)ccc2C)CC1 (stereo unspecified)
  -18%, -9%, -16%, -1%, 10%, -2%, -44%[inhibitor], ?
13. O=C(Nc1nccs1)c1ccccc1[N+](=O)[O-]
  -3%, 0%, -1%, 7%, -3%, 1%, 2%, 10%
14. Cc1cc(C(=O)NCc2ccco2)no1
  4%, -2%, -1%, 4%, 9%, 7%, /, 1%
15. CC(=O)Nc1ccc(NC(=O)CN(c2ccc(C(C)C)cc2)S(=O)(=O)c2ccccc2)cc1
  -5%, -1%, 1%, 20%, 1%, 1%, /, -6%
16. COc1cccc(/C=N/NC(=O)c2ccc(-c3ccccc3)cc2)c1O
  -2%, -3%, ?, 6%, -19%, -10%, -78%[inhibitor], 3%
17. O=c1cc(-c2ccccc2Cl)oc2c(NS(=O)(=O)c3ccccc3OC(F)(F)F)ccc(O)c12
  2%, /, ?, -29%, 8%, 10%, /, /
18. Cc1ccc(OCC(=O)Nc2sc3c(c2C#N)CCC3)cc1
  4%, -4%, 1%, 8%, 6%, 14%, 5%, -1%
19. COc1cccc(CC(=O)Nc2nccs2)c1
  -15%, -2%, 1%, 8%, -2%, 1%, 2%, -10%
20. COc1ccc(Cl)cc1N(C(C)C(=O)NC1CCCC1)S(C)(=O)=O (stereo unspecified)
  -12%, -3%, 0%, -8%, -5%, 14%, 2%, -7%
21. CC(C)c1ccc(N2C(=O)CC(Sc3nc4ccccc4o3)C2=O)cc1 (stereo unspecified)
  0%, 6%, -1%, -22%, -9%, 66%[activator], -93%[inhibitor], 0.71µM*
22. Cc1cc(C)n(CCCC(=O)O)n1
  1%, 5%, ?, -1%, -5%, 8%, /, 10%
23. COC(=O)c1ccc(C(=O)OC)c(NC(=O)CN2CCN(c3ccccc3OC)CC2)c1
  3%, 1%, -3%, 2%, 4%, -1%, -26%, ?
24. Cn1nnc(NC(=O)c2cccc([N+](=O)[O-])c2)n1
  1%, /, -1%, 1%, 1%, -11%, /, /
25. COc1ccc(NC(=S)N2CCN(CCN=CC3=C(O)CC(c4ccccc4)CC3=O)CC2)cc1 (stereo unspecified)
  0%, -18%, 4%, 5%, 8%, 4%, -6%, ?
26. C=CCN(C(=O)CNC(=O)c1ccco1)C(C(=O)NC1CCCCC1)c1ccccc1 (stereo unspecified)
  -7%, -3%, 4%, 10%, 4%, 14%, /, ?
27. CC(C)Cn1c(SCC(=O)NC(=O)Nc2ccc3c(c2)OCCO3)nc2ccccc2c1=O
  -5%, 1%, -12%, 2%, 1%, 6%, 10%, -13%
28. C=CCn1c(SCC(=O)NC23CC4CC(CC(C4)C2)C3)nc2cc(C(=O)O)ccc2c1=O
  /, 0%, ?, 7%, 2%, -2%, 1%, 13µM*
29. CSc1ccc(C2c3[nH]c4ccccc4c3CCN2C(=O)c2cc(C)n(C)n2)cc1 (stereo unspecified)
  6%, 4%, ?, 8%, 4%, 10%, ?, ?
30. CCc1sc(NC(=O)COC)nc1-c1ccccc1
  1%, 2%, 3%, 5%, -1%, -1%, -2%, ?

Values in the order: aGlu spleen mod, GAA inhib, JMJD2E inh, GAA glycogen, GLA spleen mod, GoLoco inh red, SMN2 splice enh, ALDH1A1 block
31. CC(=O)Nc1cc2c(nc1C)nc(C)n2Cc1ccc(Br)cc1
  4%, -3%, 2%, 7%, 1%, 2%, -12%, 8%
32. CC(C)(C)c1nnc(NC(=O)C2CCN(c3ncccn3)CC2)s1
  -5%, -2%, -3%, -1%, 0%, 6%, 17%, -13%
33. CC1=C(C(=O)OCC(Br)(Br)Br)C(c2ccc(Br)cc2)NC(=O)N1CCCC(=O)O (stereo unspecified)
  0%, -2%, 2%, -5%, 4%, 5%, -22%, -11%
34. CC(=O)n1cc(N(C(=O)CCl)c2ccc(Cl)cc2)c2ccccc21
  0%, /, ?, -9%, 6%, -2%, /, /
35. CCNC(=O)NC(=O)CSc1cccc(C(F)(F)F)c1
  -23%, -2%, 4%, 1%, 8%, 1%, -6%, 21%
36. CC(=O)Cc1nsc(Nc2ccc(F)cc2)n1
  8%, -5%, 3%, -9%, 3%, 11%, 24%, -4%
37. Nc1cccc(CCc2nc3cc4ccccc4cc3[nH]2)c1
  -3%, 4%, 4%, 7%, -3%, 1%, 5.6µM*, 10%
38. Cc1nn(CCO)c(C)c1Oc1ccccc1O
  -5%, -2%, 8%, -5%, -4%, 2%, -5%, -6%
39. CC(C(=O)NCc1ccccc1)N(CCN1CCOCC1)C(=O)c1snc(C(N)=O)c1N (stereo unspecified)
  4%, -12%, ?, 0%, 5%, 1%, 4%, -7%
40. Brc1ccc(-c2noc(C3CCCCC3)n2)cc1
  -3%, 3%, -7%, -3%, -1%, 0%, /, 7%
41. CCOC(=O)c1[nH]c2ccccc2c1CCCN1C(=O)c2ccccc2C1=O
  -2%, -7%, 3%, -19%, -1%, 12%, -13%, ?
42. OC1(c2ccc(Cl)cc2)CN(c2ccccc2)C2=[N+]1CCS2 (stereo unspecified)
  4%, 3%, ?, -6%, 2%, -2%, -17%, -10%
43. Cc1ccc(C2N(c3ccccc3)C(=S)N3CCCN23)cc1 (stereo unspecified)
  -9%, 0%, -1%, -23%, -8%, 7%, -15%, 10%
44. CN1/C(=C\C(=O)c2ccccc2Cl)c2ccccc2CC1(C)C
  2%, 5%, 3%, 8%, -5%, -7%, /, 2%
45. COc1ccc(NC(=O)CSc2nnc(-c3ccccc3C)n2C)cc1
  -3%, -10%, 3%, -5%, -4%, 7%, -13%, -3%
46. Cc1oc(C2CC2)cc1C(=O)O
  -2%, -6%, 0%, 3%, 3%, -5%, -18%, -1%
47. COc1ccc(-n2nc(C(=O)NCC(=O)NCc3ccccc3OC)c3ccccc3c2=O)c(OC)c1
  1%, 5%, ?, 9%, -2%, 4%, -5%, 1%
48. C[C@H](NC(=O)c1ccc(Cl)cc1)C(=O)NCCc1ccc(S(N)(=O)=O)cc1
  -1%, 2%, 2%, 1%, -4%, 9%, -3%, 2%
49. CCOc1ccc(NC(=S)NC(C)c2cccs2)cc1 (stereo unspecified)
  -4%, 1%, -1%, -3%, -6%, 10%, -26%, -1%
50. Cc1cc(C)n(C(=O)c2c([N+](=O)[O-])cnn2C)n1
  6%, 2%, -1%, 7%, 0%, -6%, -8%, 3%

Laid out differently: entries from further up.
item	molecule	aGlu spleen mod	GAA inhib	JMJD2E inh	GAA glycogen	GLA spleen mod	GoLoco inh red	SMN2 splice enh	ALDH1A1 block
49	CCOc1ccc(NC(=S)NC(C)c2cccs2)cc1 (stereo unspecified)	-4%	1%	-1%	-3%	-6%	10%	-26%	-1%
41	CCOC(=O)c1[nH]c2ccccc2c1CCCN1C(=O)c2ccccc2C1=O	-2%	-7%	3%	-19%	-1%	12%	-13%	?
40	Brc1ccc(-c2noc(C3CCCCC3)n2)cc1	-3%	3%	-7%	-3%	-1%	0%	/	7%
37	Nc1cccc(CCc2nc3cc4ccccc4cc3[nH]2)c1	-3%	4%	4%	7%	-3%	1%	5.6µM*	10%
33	CC1=C(C(=O)OCC(Br)(Br)Br)C(c2ccc(Br)cc2)NC(=O)N1CCCC(=O)O (stereo unspecified)	0%	-2%	2%	-5%	4%	5%	-22%	-11%
46	Cc1oc(C2CC2)cc1C(=O)O	-2%	-6%	0%	3%	3%	-5%	-18%	-1%

Not all compounds are listed; the hit share may differ from the screen's.
